Bioassay records as filed in PubChem.
PhoP inhibition – inhibitors of PhoP regulon expression, primary screen, Salmonella Typhimurium, GFP reporter (AID 1863). S. Typhimurium PhoP-regulated promoter GFP reporter, 4 h; higher % means a stronger effect. inhibition, % at 50 µM; hits with a dose series show IC50 in µM. actives 0.16% (n = 300,000);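 active means inhibition over 29.93%, a cutoff 3 SD above the screen mean, later confirmed by dose response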;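 further: 0% = low Mg2+ inducing control and 100% = high Mg2+ repressing control; strong numbers were not always called active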
T cell HTS – T cell immune modulators affecting CD8 T cell-vesicle binding; AID 2052; 2C CD8+ T cell-vesicle binding, flow cytometry; active compounds read low; actives 0.068% (n = 330,000); calls only at 7 µM;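 active means response, share of CD8 T cells binding vesicles, and their 90th percentile fluorescence all below set limits, cut at about 80% in these data, passing the limit was not always enough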
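Read-out – percent CD8+ FL2 mean versus row control · System – murine 2C transgenic CD8+ T lymphocytes · Times – 1.5 h cell–vesicle binding at 37 °C, then 20 min icy labelling · Control set – naked vesicles low, QL9 vesicles with vehicle high · Detection – cytometric PE anti-B7-1 and Alexa647 anti-CD8 signals after 1% paraformaldehyde fixation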
UTI89 phage lysis – inhibition of K1F phage lysis, E. coli UTI89, bacterial capsule biogenesis inhibitors, alamar blue (AID 488966); inhibition, % at 100 µM; hits with a dose series show IC50 in µM; actives 0.02% (n = 340,000); E. coli UTI89 K1F phage lysis, alamar blue, 2 h; higher % means a stronger effect;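 active means phage lysis inhibition, versus mean bacterial control, above a set limit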;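 further: capsule biogenesis inhibitors block K1F phage lysis so surviving cells raise fluorescence; higher fluorescence means more inhibition of phage lysis; actives were called in the ten point dose series up to 300 µM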
MgcRacGAP inhibition – MgcRacGAP GTPase-activating activity inhibitors, confirmation, biochemical, ADP Hunter fluorescence; AID 624330; MgcRacGAP-stimulated Rac1 GTP hydrolysis, ADP Hunter fluorescence; higher % means a stronger effect; GST-tagged Rac1 F28L mutant substrate; actives 0.6% (n = 340,000); inhibition, % at 30 µM; hits with a dose series show IC50 in µM;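 active means first-screen hits whose inhibition reached a set limit at any dose in the follow-up dose series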;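 further: fluorescence reports GDP produced by GAP-driven GTP hydrolysis; strong numbers were not always called active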
RSV CPE inhibition – RSV antiviral activity via CPE protection, HEp-2 cells, primary 10 µM value included (AID 2391). one-dose CPE inhibition, % at 10 µM; IC50 in µM for titrated hits. actives 0.13% (n = 310,000). HEp-2 cells, RSV-induced CPE inhibition; higher % means a stronger effect; in the data active means a potency from the dose series; further: strong numbers were not always called active
Large T inhibition – SV40 large T antigen inhibitors, biochemical (AID 1903); SV40 large T antigen ATPase/helicase inhibition assay; higher % means a stronger effect; actives 0.39% (n = 310,000); one-dose inhibition, % at 20 µM; IC50 in µM for titrated hits; in the data active means a potency from the dose series; further: strong numbers were not always called active
NTR1 ag – NTR1-driven beta-arrestin-GFP spot formation – imaging, U2OS cells, high content, primary screen (AID 493036) | P30989 | agonist mode | activation, % at 20 µM | actives 0.17% (n = 330,000);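 active means activation at or above 40% of the spot to cytoplasm intensity ratio, with at least 20 cells analyzed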;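 further: 0% = DMSO without peptide and 100% = 100 nM NTR1 peptide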
Target sequence (P30989 whole entry, looked up): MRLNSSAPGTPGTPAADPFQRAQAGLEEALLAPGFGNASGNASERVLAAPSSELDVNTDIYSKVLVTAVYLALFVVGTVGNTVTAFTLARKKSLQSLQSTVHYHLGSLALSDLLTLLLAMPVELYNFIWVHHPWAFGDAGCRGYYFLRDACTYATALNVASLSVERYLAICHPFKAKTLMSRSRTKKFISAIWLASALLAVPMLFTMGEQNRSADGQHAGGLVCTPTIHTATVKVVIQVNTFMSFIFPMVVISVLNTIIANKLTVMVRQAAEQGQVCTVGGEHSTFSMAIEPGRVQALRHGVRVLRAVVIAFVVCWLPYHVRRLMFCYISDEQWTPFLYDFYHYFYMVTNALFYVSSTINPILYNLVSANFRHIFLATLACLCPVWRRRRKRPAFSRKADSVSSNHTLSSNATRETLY
NS5 inhibitors – Dengue-2 NS5 methyltransferase inhibitors, primary screen, biochemical, confirmation dose response (AID 588689) | Dengue-2 NS5 methyltransferase capping enzyme assay, biochemical; higher % means a stronger effect | inhibition, % at 25 µM; hits with a dose series show IC50 in µM | actives 0.3% (n = 340,000); in the data active means a potency from the dose series
West Nile antiviral – West Nile virus antiviral activity, cell-based, CPE readout (AID 1621); West Nile virus-infected cells, CPE inhibition; higher % means a stronger effect; CPE inhibition, % at 10 µM; hits with a dose series show IC50 in µM; actives 0.02% (n = 290,000); in the data active means a potency from the dose series; further: strong numbers were not always called active
T cell HTS vesicle-bound % – further read-out of T cell HTS, marked with its call; double positive events, %; measured here: CD8+ vesicle-bound cell fraction;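 binding gate set so that unloaded-vesicle control wells show 10% double positive cells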
NTR1 ag cell count 20 µM – further read-out of NTR1 ag, marked with its call; cell count; measured here: cell count, cytotoxicity flag
NS5 inhibitors pilot replicate – recorded beside NS5 inhibitors, whose call it bears; inhibition, %; measured here: pilot screen replicate inhibition
The depositor's hits bear a star; i = inactive; . = no result given; + = active, no number; [ ] = remark or other dose. This is a random part of the collection. About 1.5% of those tested had a hit in this group.

SMILES | PhoP inhibition | T cell HTS | T cell HTS vesicle-bound % | UTI89 phage lysis | MgcRacGAP inhibition | RSV CPE inhibition | Large T inhibition | NTR1 ag | NTR1 ag cell count 20 µM | NS5 inhibitors | West Nile antiviral | others
CCCn1c(C)cc(C(=O)COC(=O)CN=C2NS(=O)(=O)c3ccccc32)c1C | 1% | i | 45 | 3.1% | 8% | 1.0% | 5% | 0.9 | 63 | -6% | 0.1%
CC(=O)Nc1ccc(/C=C/c2nc3ccccc3o2)cc1 | -10% | i | 62 | -0.1% | 12% | 2.8% | 2% | -0.2 | 82 | 1% | 0.7%
Cc1ccc(NC(=O)NNc2cccc(Cl)n2)cc1 | 12% | i | 26 | -0.1% | 12% | 2.0% | 2% | . | . | -3% | 0.2%
Cc1onc(-c2ccccc2)c1C(=O)NC(=S)NNC(=O)c1cc(-c2ccc(F)cc2)n[nH]1 | . | i | 51 | 1.6% | 10% | 19% | 12% | -1.0 | 37 | -4% | 0.3%
CNC(=S)N1CCC(NC(=O)C23CC4CC(CC(C4)C2)C3)CC1 | 1% | i | 56 | . | . | 1.7% | 19% | -0.6 | 96 | . | -0.2%
COc1nccnc1NS(=O)(=O)c1ccc(N/C=C2\CCCCC2=O)cc1 | -2% | i | 52 | 5.0% | -3% | -0.8% | 2% | 0.8 | 40 | 0% | -0.1%
C=CC[C@@H](CC(=O)OC(C)(C)C)C(=O)OC[C@@H]1CCCN1C(=O)[C@H](CC=C)CC(=O)NCCO | . | i | 12 | 0.2% | 7% | . | . | -1.1 | 69 | -6% | . | NS5 inhibitors pilot replicate=-3.3
CCOc1ccc(S(=O)(=O)N2CCN=C2c2ccccc2)cc1 | 4% | i | 20 | 0.1% | 8% | -0.6% | 12% | 0.8 | 75 | 4% | 2.0%
Cc1ccc(/C=N/NC(=O)c2ccc(Br)o2)s1 | 6% | i | 40 | 0.8%[50 µM] | 10% | 1.3% | 7% | 1.2 | 61 | -4% | 1.0%
CN(C)CCCN1C(=O)c2oc3ccc(Cl)cc3c(=O)c2C1c1cccnc1 (stereo not given) | 12% | i | 20 | -0.5% | -2% | 1.8% | 10% | 5.0 | 65 | -3% | 0.1%
O=C(CNCc1ccccn1)Nc1ccc([N+](=O)[O-])cc1C(=O)Nc1ccccc1F | 13% | i | 26 | 0.1% | 8% | 9.0% | 5% | -0.6 | 51 | -6% | 0.3%
O=C(Nn1c(-c2ccccc2)nc2ccccc2c1=O)c1cccs1 | 5% | i | 6 | -0.7%[50 µM] | -11% | 0.5% | 4% | 0.7 | 61 | 0% | -0.4%
O=C(N/C=C/n1cnc2cc(C(F)(F)F)ccc21)c1ccccc1F | -1% | i | 41 | -0.1% | 4% | 2.2% | -3% | 1.3 | 48 | -6% | -0.3%
CN(CC(=O)Nc1ccc(OC(F)(F)F)cc1)C1CCCCC1 | 9% | i | 34 | 0.3% | 31% | -1.7% | 13% | -1.0 | 53 | -9% | -0.5%
COc1ccc(C2=NN(CC(=O)NCC(OC)OC)C(=O)CC2)cc1 | -8% | i | 38 | -0.1% | 4% | -1.1% | 22% | 2.0 | 84 | 4% | 0.4%
CCOc1ccc(S(=O)(=O)N(CC(=O)NC2CCCCC2C)Cc2ccco2)cc1 (stereo not given) | 2% | i | 40 | 0.3% | -2% | 1.6% | -8% | 3.4 | 40 | -10% | -1.3%
COc1cccc(C(=O)Nc2ccc3c(C)cc(=O)oc3c2)c1 | 2% | i | 59 | -0.1% | 8% | 1.1% | 15% | 0.1 | 67 | -5% | -0.3%
COc1ccc(S(=O)(=O)n2cnc3ccccc32)cc1 | -3% | i | 64 | -1.5% | 8% | 0.9% | 7% | 3.0 | 51 | 5% | 0.7%
C/C=C/c1ccc(OCC(=O)N(C)CC(=O)Nc2ccc(F)cc2)c(OC)c1 | 1% | i | 57 | -1.6% | 2% | -0.5% | 10% | 0.7 | 60 | -6% | .
C[C@H](CO)N1C[C@H](C)[C@@H](CN(C)S(=O)(=O)c2ccc(F)cc2)Oc2c(NC(=O)Nc3ccc4c(c3)OCO4)cccc2C1=O | . | i | 6 | -0.8% | -5% | . | . | 3.0 | 59 | -38% | .
O=C(O)C1NCCc2ccccc21 (stereo not given) | 3% | i | 22 | 0.3% | 1% | 0.1% | 11% | 0.9 | 57 | -2% | -0.2%
O=C(Oc1ccc2ccc(=O)oc2c1)c1ccco1 | -3% | i | 59 | -0.2% | 12% | -0.2% | 0% | -0.6 | 61 | -3% | -0.6%
C=CCn1c(C)cc(C(=O)COC(=O)c2cncc(Br)c2)c1C | . | i | 42 | 0.9%[50 µM] | 5% | 2.3% | . | -0.6 | 47 | -2% | .
O=C(c1cccc(NS(=O)(=O)c2cccc([N+](=O)[O-])c2)c1)N1CCOCC1 | 2% | i | 56 | 0.3% | 4% | -0.9% | 9% | 1.1 | 42 | -5% | -0.4%
COc1ccc(CNC(=O)C2(CC3CC(c4ccccc4)=NO3)CCN(C(=O)C3CCCC3)CC2)cc1 (stereo not given) | -1% | i | 27 | -0.3% | 1% | 2.5% | 19% | 0.8 | 87 | -7% | -1.3%

Ordered by SMILES length (low to high): part of the list above.
SMILES | PhoP inhibition | T cell HTS | T cell HTS vesicle-bound % | UTI89 phage lysis | MgcRacGAP inhibition | RSV CPE inhibition | Large T inhibition | NTR1 ag | NTR1 ag cell count 20 µM | NS5 inhibitors | West Nile antiviral | others
O=C(O)C1NCCc2ccccc21 (stereo not given) | 3% | i | 22 | 0.3% | 1% | 0.1% | 11% | 0.9 | 57 | -2% | -0.2%
CN(CC(=O)Nc1ccc(OC(F)(F)F)cc1)C1CCCCC1 | 9% | i | 34 | 0.3% | 31% | -1.7% | 13% | -1.0 | 53 | -9% | -0.5%
COc1nccnc1NS(=O)(=O)c1ccc(N/C=C2\CCCCC2=O)cc1 | -2% | i | 52 | 5.0% | -3% | -0.8% | 2% | 0.8 | 40 | 0% | -0.1%
C/C=C/c1ccc(OCC(=O)N(C)CC(=O)Nc2ccc(F)cc2)c(OC)c1 | 1% | i | 57 | -1.6% | 2% | -0.5% | 10% | 0.7 | 60 | -6% | .
O=C(c1cccc(NS(=O)(=O)c2cccc([N+](=O)[O-])c2)c1)N1CCOCC1 | 2% | i | 56 | 0.3% | 4% | -0.9% | 9% | 1.1 | 42 | -5% | -0.4%
C=CC[C@@H](CC(=O)OC(C)(C)C)C(=O)OC[C@@H]1CCCN1C(=O)[C@H](CC=C)CC(=O)NCCO | . | i | 12 | 0.2% | 7% | . | . | -1.1 | 69 | -6% | . | NS5 inhibitors pilot replicate=-3.3

(listing goes on)
SMILES | PhoP inhibition | T cell HTS | T cell HTS vesicle-bound % | UTI89 phage lysis | MgcRacGAP inhibition | RSV CPE inhibition | Large T inhibition | NTR1 ag | NTR1 ag cell count 20 µM | NS5 inhibitors | West Nile antiviral | others
CCOC(=O)C1=C(CC)NC2=C(C(=O)CCC2)C1c1ccc(OC)c(OC)c1 (stereo not given) | -1% | i | 29 | 0.4% | 2% | 4.2% | 1% | -0.2 | 53 | 7% | -0.3%
COc1ccc(NC(=O)CCS(=O)(=O)c2ccc(Cl)cc2)cc1 | 3% | i | 61 | 0.0% | 4% | 0.0% | 4% | -1.7 | 67 | -3% | 0.1%
COc1ccc(-c2sc3ccc(N4CCOCC4)cc3c2C#CCO)cc1 | . | i | 15 | 1.9% | 8% | . | . | 14 | 64 | 17% | .
CCOc1nc(CC(C)C)c2c(c1C#N)CC(C)(C)OC2 | -10% | i | 12 | 0.0% | 4% | -0.6% | 11% | 4.5 | 54 | -3% | 0.1%
CCCCC[C@H]1CN(CCCC)C(=O)[C@@H]1CC(=O)NCc1ccc(OC)cc1 | 8% | i | 27 | -0.2% | 4% | -0.5% | 18% | 0.3 | 89 | -2% | -1.7%
CC1=C(C(=O)Nc2nc3ccccc3s2)C(c2ccco2)C(C#N)=C(SCC(=O)NC2CCCCC2)N1 (stereo not given) | 10% | i | 40 | 0.2% | 9% | 2.2% | 0% | -2.2 | 65 | 1% | -0.9%
Cn1cc(S(=O)(=O)N2CCN(c3ccccc3F)CC2)c(=O)n(C)c1=O | -15% | i | 30 | -2.1% | 8% | 1.6% | 4% | 2.9 | 57 | -1% | 0.0%
O=C(COc1ccc2c3c(c(=O)oc2c1)CCC3)NC1CCN(Cc2ccccc2)CC1 | -5% | i | 61 | -0.1% | 2% | -0.9% | 8% | -0.3 | 64 | -12% | -0.5%
O=[N+]([O-])c1ccccc1C1Nc2cccc3cccc(c23)N1 | -5% | i | 41 | 0.0% | 19% | 1.0% | 7% | 3.8 | 100 | 13% | 0.1%
CCC1=NN2C(=N)/C(=C\c3cccn3-c3cccc(Cl)c3)C(=O)N=C2S1 | -1% | i | 53 | -0.2% | 12% | 13% | 2% | 0.4 | 81 | 13% | 0.5%
O=C(Nc1cnn(C23CC4CC(CC(C4)C2)C3)c1)c1cc(-c2ccccc2)on1 | 9% | i | 30 | 2.7% | 3% | 1.8% | 2% | 5.2 | 43 | 2% | 0.6%
COCCNC(=O)C(c1ccc(F)cc1)N(CC1CCCO1)C(=O)CCC(=O)Nc1ccccn1 (stereo not given) | -6% | . | . | 0.3% | 4% | . | 9% | . | . | 1% | 0.6%
O=S(=O)(c1ccc(Cl)cc1)N1CCC(O)(c2cccnc2)CC1 | 3% | + | 5.6* | 0.3% | 2% | 0.5% | 20% | 0.2 | 50 | 1% | -0.3%
O=C(N1CCCC1)N1CCN(S(=O)(=O)c2ccccc2)CC1 | -1% | i | 46 | 0.1% | 3% | 1.5% | 4% | 2.0 | 42 | -9% | -0.9%
CC1CCc2[nH]c3ccc(C(=O)O)cc3c2C1 (stereo not given) | -12% | i | 54 | -1.6% | 4% | 5.1% | 8% | 1.9 | 66 | -7% | 0.3%
COCC1CCN(C(=O)CCc2nnc(C3(c4ccc(Cl)cc4)CCC3)o2)CC1 | -1% | i | 29 | 0.2% | -2% | -0.9% | 14% | 2.0 | 57 | -3% | -1.2%
C=CCn1c(COc2ccccc2)nnc1SCC(=O)C(C)(C)C | 8% | i | 37 | 2.0%[50 µM] | -1% | 1.7% | 11% | 0.4 | 70 | 3% | -0.6%
CCCCCC(=O)Nc1ccc2oc(-c3cncc(Br)c3)nc2c1 | 6% | . | . | -3.0% | 5% | 0.5% | 7% | -0.7 | 48 | 1% | 1.4%
O=[N+]([O-])c1nn(-c2ccc3c(c2)OCCO3)n(O)c1=NC1CCCCC1 | -9% | i | 13 | 0.9% | 9% | 8.6% | 16% | 0.6 | 75 | -1% | -0.2%
COc1ccc(/C=N/NC(=O)c2cccc([N+](=O)[O-])c2)cc1OC(=O)c1ccc(C)cc1 | -9% | i | 46 | 0.5% | 2% | 1.2% | 19% | 2.0 | 99 | -2% | -0.1%
Clc1ccc(-c2nnc3sc(Cc4cccs4)nn23)cc1 | 4% | i | 54 | 0.0% | 16% | 5.8% | 6% | 4.6 | 43 | -5% | -0.4%
